Screens as filed in PubChem.
STAT1 inh: STAT1 signaling inhibition; NIH 3T3 STAT1-luciferase reporter, IFN-gamma, luminescence; inhibition, % at 5.5 µM; 200,000 compounds, 0.35% hits; AID 920;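 active = inhibition above a set limit, the mean inhibition across all tested compounds plus 3 SD, cut at about 34% in these data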;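 also: 0% = IFN-gamma with DMSO and 100% = IFN-gamma with 300 µM nifuroxazide; values of inactives mirror those of a sister screen read the other way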
PPARg SRC3 recr: promotes SRC-3 coactivator recruitment by human PPARgamma; P37231; biochemical PPARgamma/SRC-3 coactivator recruitment assay; activation, % at 8 µM; 200,000 compounds, 0.26% hits; AID 731; in the data active = activation above about 23%;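 also: 0% = DMSO and 100% = reference agonist; some compounds past the cut are filed as inactive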
STAT3 act: STAT3 signaling activation; U3A cells, IL-6 STAT3-luciferase reporter, luminescence; 100% = signal with IL-6 EC80 alone; activation (% of control), % at 5.6 µM; 190,000 compounds, 0.91% hits;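 active = activation above the screen-wide mean of compound activation plus 3 SD, cut at about 130% in these data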;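 also: 0% = background luminescence of wells with medium and substrate only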
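Material: human STAT1-deficient U3A cells with stable STAT3-luciferase reporter / Probe or stimulus: IL-6 stimulus at 33 ng/mL final / Schedule: 1 h compound pre-exposure, 6 h IL-6 stimulation, 37 °C / Technique: luminescence / Read-out basis: percent of IL-6-only median luminescence / Control set: IL-6-only high control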
RAM inhibit: blocks the yeast RAM network | inhibition, % at 50 µM | 190,000 compounds, 1.8% hits | S. cerevisiae dse1pr::URA3 reporter, 5-FOA growth OD615, 2 d; analog-sensitive cbk1-as2 kinase mutant strain;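 active = inhibition above a set limit, 3 SD over mean compound inhibition, cut at about 8.4% in these data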;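 also: 0% = DMSO-only wells with no growth and 100% = 10 µM 1-NA-PP1 full growth; inhibition rescues growth on 5-FOA so higher OD means more RAM inhibition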
STAT3 blocker: reduces IL-6 driven STAT3 reporter signal; AID 862; 190,000 compounds, 0.89% hits; inhibition, % at 5.5 µM; U3A cells, IL-6 STAT3-luciferase reporter, luminescence; host cell line lacks STAT1;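 active = inhibition above the mean inhibition across all screened compounds plus 3 SD, cut at about 44% in these data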;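 also: 0% = DMSO only wells and 100% = 100 µM nifuroxazide control wells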
TLR4 MyD88 comp: inhibitors of human TLR4-MyD88 binding; O00206+Q99836; HeLa CL3-4 TLR4/MyD88 BLA complementation, FRET ratio; inhibition, % at 8.4 µM; 200,000 compounds, 0.18% hits; AID 861; in the data active = inhibition above about 25%;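 also: 0% = vehicle and 100% = reference inhibitor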
PPARg SRC2 recr: promotes SRC-2 coactivator recruitment by human PPARgamma; PPARgamma LBD-SRC-2 recruitment, biochemical; activation, % at 8 µM; 200,000 compounds, 0.34% hits; AID 1032; in the data active = activation above about 22%;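 also: 0% = vehicle and 100% = reference agonist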
ROMK mod: modulators of human ROMK potassium channel; P48048; AID 1918; 130,000 compounds, 2% hits; B-score at 10 µM; Tet-inducible ROMK, thallium flux fluorescence; actives lie on both sides;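 active = signal ratio slope over the read window, or its plate-corrected B-score, at least 3 SD from the plate mean, either direction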;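 also: B-score of the F/F0 ratio slope over 7 to 12 s after thallium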
Target sequence (P48048 whole entry, looked up): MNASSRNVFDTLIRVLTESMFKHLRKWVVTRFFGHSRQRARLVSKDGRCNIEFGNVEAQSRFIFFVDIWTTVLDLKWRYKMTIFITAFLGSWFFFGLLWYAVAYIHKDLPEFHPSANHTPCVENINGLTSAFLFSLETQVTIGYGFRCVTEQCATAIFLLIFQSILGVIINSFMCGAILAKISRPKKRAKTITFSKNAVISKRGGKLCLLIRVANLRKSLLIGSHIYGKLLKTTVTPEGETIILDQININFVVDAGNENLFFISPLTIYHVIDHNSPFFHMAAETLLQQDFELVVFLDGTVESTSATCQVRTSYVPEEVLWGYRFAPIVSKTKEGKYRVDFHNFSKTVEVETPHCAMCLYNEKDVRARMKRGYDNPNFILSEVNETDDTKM
SRC2 TRFRET art: TR-FRET artefact, counter-screen to PPARgamma/SRC-2 agonist assay. 200,000 compounds, 0.4% hits. TR-FRET ratio at 8 µM. stronger effect = higher value; in the data active = TR-FRET ratio above about 2000; also: inactives centre near 1500
S1P3 antag: antagonists of human S1P3 receptor; CHO S1P3 NFAT-BLA reporter, FRET fluorescence, antagonist mode; inhibition, % at 4.98 µM; 170,000 compounds, 0.27% hits; AID 485;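 active = inhibition above the plate cutoff, the mean inhibition of test wells on that plate plus 3 SD, cut at about 28% in these data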;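 also: cells challenged with S1P at its EC80 of 0.8 µM; blue over green emission ratio from cleaved BLA substrate after 4 h stimulation; 0% = S1P-stimulated wells and 100% = unstimulated DMSO-only wells; some compounds past the cut are filed as inactive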
Target sequence (Q99500 whole entry, looked up): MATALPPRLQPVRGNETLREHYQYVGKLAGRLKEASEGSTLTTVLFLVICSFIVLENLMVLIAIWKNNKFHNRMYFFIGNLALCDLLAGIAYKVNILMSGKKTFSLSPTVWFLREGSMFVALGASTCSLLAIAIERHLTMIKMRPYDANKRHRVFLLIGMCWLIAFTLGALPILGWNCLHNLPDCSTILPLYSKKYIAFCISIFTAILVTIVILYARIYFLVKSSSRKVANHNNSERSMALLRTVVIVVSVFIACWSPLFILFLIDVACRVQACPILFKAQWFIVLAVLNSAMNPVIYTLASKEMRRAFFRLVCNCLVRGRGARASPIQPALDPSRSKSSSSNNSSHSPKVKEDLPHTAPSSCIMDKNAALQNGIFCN
PPARg SRC-1 ag: PPARgamma-driven SRC-1 recruitment agonism | P37231 | PPARgamma-SRC-1 coactivator recruitment biochemical assay | activation, % at 8 µM | 200,000 compounds, 0.41% hits | AID 631; in the data active = activation above about 19%;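 also: 0% = DMSO and 100% = reference agonist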
Numbers without * were called inactive; nt = not tested or not shown.

Sample of the layout:
Every second line gives: STAT1 inh, PPARg SRC3 recr, STAT3 act, RAM inhibit, STAT3 blocker, TLR4 MyD88 comp, PPARg SRC2 recr, ROMK mod, SRC2 TRFRET art, S1P3 antag, PPARg SRC-1 ag
> CC1NC(=O)NC1CCCCCC(=O)Nc1ccc(F)c(Cl)c1 (stereo not drawn)
    9, -2, 97, -0.7, 9, -8, -1, -1.6, 1395, -9, -2
> CCN(CC)CCCN1C(=O)C(O)=C(C(=O)c2sc(C)nc2C)C1c1ccco1 (stereo not drawn)
    3, 3, 106, 1.3, -4, -10, 2, nt, 1520, 4, 10

The list itself, repeating the preview:
Every second line gives: STAT1 inh, PPARg SRC3 recr, STAT3 act, RAM inhibit, STAT3 blocker, TLR4 MyD88 comp, PPARg SRC2 recr, ROMK mod, SRC2 TRFRET art, S1P3 antag, PPARg SRC-1 ag
> CC1NC(=O)NC1CCCCCC(=O)Nc1ccc(F)c(Cl)c1 (stereo not drawn)
    9, -2, 97, -0.7, 9, -8, -1, -1.6, 1395, -9, -2
> CCN(CC)CCCN1C(=O)C(O)=C(C(=O)c2sc(C)nc2C)C1c1ccco1 (stereo not drawn)
    3, 3, 106, 1.3, -4, -10, 2, nt, 1520, 4, 10
> Clc1ccc(/C=N/Nc2nn[nH]n2)cc1
    3, 4, 101, 1.0, 2, 10, -1, 1.4, 1659, nt, -3
> Cc1cc2c(N3CCCCC3C)ncnc2s1 (stereo not drawn)
    4, 9, 84, -1.1, 22, 0, -5, nt, 1499, -8, 5
> CCC1(C(=O)c2ccc(Cl)cc2)C2c3ccccc3OC(=O)C21C(=O)Nc1ccccc1 (stereo not drawn)
    2, 0, 105, 3.2, -2, -2, 2, nt, 1624, -6, 6
> O=C(C[n+]1ccccc1)N/N=C/c1ccc(O)cc1
    1, 5, 101, 1.4, 2, 12, 0, nt, 1729, -19, 4
> O=C(c1ccc(Br)s1)N1CCCC1
    -6, 0, 102, -0.4, 4, 6, 2, 0.017, 1205, nt, -10
> CCC1C(=O)N=C(SCC(=O)NC2CCCCC2)NC1=O (stereo not drawn)
    1, -1, 101, 0.4, 3, -4, -4, nt, 1446, -20, -3
> CCOc1ccccc1NC(=O)C(CC(C)C)NC(=O)C1CCCCC1 (stereo not drawn)
    6, -1, 95, -0.2, 10, 4, 8, 0.13, 1660, nt, 2
> Cc1c(Br)c(C(F)(F)F)nn1CC(=O)NCc1ccccc1
    3, 3, 111, 0.9, -10, -10, -3, nt, 1701, 9, 8
> CCC1CCc2c(sc(NC(=O)c3cccnc3)c2C(N)=O)C1 (stereo not drawn)
    -10, 6, 95, 3.1, 12, 10, 5, 1.7, 1525, -2, 8
> COc1ccc(/C=C2/SC(=O)N(CC(O)Cn3c4ccccc4c4ccccc43)C2=O)cc1 (stereo not drawn)
    1, 0, 104, 2.6, 0, -8, 5, 0.98, 1315, -8, -3
> CC1CCCCN1S(=O)(=O)c1ccc(NC(=O)c2cccc(-n3cnnn3)c2)cc1 (stereo not drawn)
    -2, -2, 94, 6.0, 11, -10, 8, nt, 1672, -14, -2
> COc1ccc(NC(=O)C2CCCN(c3c4c(nc5ncnn35)CCC4)C2)cc1 (stereo not drawn)
    12, -5, 100, -0.3, 6, -13, 4, nt, 1376, 16, -3
> COc1cccc(-c2nn(-c3ccccc3)cc2CO)c1
    -44, 4, 99, 0.3, 6, 3, -5, -0.081, 1516, 10, -1

Results in PPARg SRC2 recr (five entries from above):
canonical_smiles | PPARg SRC2 recr
Clc1ccc(/C=N/Nc2nn[nH]n2)cc1 | -1
Cc1cc2c(N3CCCCC3C)ncnc2s1 (stereo not drawn) | -5
CCC1(C(=O)c2ccc(Cl)cc2)C2c3ccccc3OC(=O)C21C(=O)Nc1ccccc1 (stereo not drawn) | 2
O=C(C[n+]1ccccc1)N/N=C/c1ccc(O)cc1 | 0
O=C(c1ccc(Br)s1)N1CCCC1 | 2

(continued)
Every second line gives: STAT1 inh, PPARg SRC3 recr, STAT3 act, RAM inhibit, STAT3 blocker, TLR4 MyD88 comp, PPARg SRC2 recr, ROMK mod, SRC2 TRFRET art, S1P3 antag, PPARg SRC-1 ag
> Cc1ccccc1C(=O)c1cccn1CC(=O)NCc1ccc(Cl)cc1
    2, 0, 105, 5.1, -1, 6, 6, -0.44, 1613, -6, 0
> CC(C)c1ccc(NC(=S)NC2CCCCCC2)cc1
    -47, 1, 114, 2.7, -16, -3, -1, 0.76, 1709, 8, 3
> CCNC(=O)c1cc2c(=O)n3cccc(C)c3nc2n(Cc2ccc(C)cc2)c1=N
    1, 3, 116, -1.1, -15, -3, 8, -0.49, 1539, -6, 2
> CC1(C)CC(=O)C=C(Nc2ccc(C(=O)O)cc2)C1
    2, 17, 97, -0.1, 3, -3, 6, nt, 1626, nt, 5
> COCCNC(=S)N1CCC(NC(=O)Nc2ccc(C)cc2)CC1
    2, 4, 105, 0.8, -4, 7, 7, -0.47, 1533, -12, 3
> CSc1nnc2c(n1)OC(C)N(C(=O)c1ccccc1)c1ccccc1-2 (stereo not drawn)
    3, 13, 100, 0.5, 3, 1, 9, -0.33, 1642, -20, 6
> Cc1ccc(S(=O)(=O)C2C(=O)N(C)C3(C)CC2c2ccccc2O3)cc1C (stereo not drawn)
    7, -8, 101, 3.6, -7, -12, -3, nt, 1649, -2, -3
> Cc1ccc(-c2ccc(C(=O)NCc3ccc(Cl)cc3)o2)c2ccccc12
    6, 8, 106, 3.0, -10, -5, 14, -0.082, 1500, -12, 11
> COc1ccccc1NS(=O)(=O)c1cc(NC(=O)c2ccc3c(c2)OCCO3)ccc1C
    -3, -6, 96, 5.0, 2, -11, -4, -0.79, 1524, -1, -4
> O=C(NCCCCNC(=O)c1ccc(Cl)s1)c1ccc(Cl)s1
    -2, -1, 97, 0.6, 6, 4, 5, -0.21, 1432, nt, 2
> OCC1CCCCN1C(=S)Nc1ccc(Cl)cc1Cl (stereo not drawn)
    -6, 0, 103, 1.5, 2, 3, -3, -0.044, 1695, -12, 5
> O=[N+]([O-])c1cccnc1N1CCC(c2cc(-c3cccc(C(F)(F)F)c3)n[nH]2)CC1
    22, 12, 88, 5.0, 16, 3, 2, nt, 1565, nt, 0
> CN1CCN(CCc2nc3cc(NC(=O)COc4ccccc4)ccc3n2C)CC1
    1, 4, 91, 1.8, 11, -6, -3, -0.57, 1505, -40, 0
> Cc1ccc(CNC(=O)c2csc3c2CCCCC3)cc1
    17, 4, 103, 3.4, 1, -2, 2, -0.31, 1475, nt, -6
> Cc1nonc1NC(=O)CSc1nc(C2CCCCC2)nc2ccccc12
    1, -3, 98, 5.8, 13, -16, 9, nt, 1624, 3, 6

The results go on.
Every second line gives: STAT1 inh, PPARg SRC3 recr, STAT3 act, RAM inhibit, STAT3 blocker, TLR4 MyD88 comp, PPARg SRC2 recr, ROMK mod, SRC2 TRFRET art, S1P3 antag, PPARg SRC-1 ag
> COc1ccc(-c2nnc(SCC(=O)Nc3ccc(C)cc3)n2C)cc1
    8, 0, 95, 2.3, 12, -9, 3, nt, 1414, -8, 6
> O=C(NCc1ccccc1)C(Cc1ccccc1)N1C(=O)C2C3CCC(C3)C2C1=O (stereo not drawn)
    7, 5, 100, -0.3, 11, 7, 2, nt, 1639, nt, 1
> COCCNc1c(-c2ccc(OC)c(OC)c2)nc2ccc(Cl)cn12
    5, 11, 83, 0.9, 24, -7, 7, -0.61, 1475, -24, 15
> CC(=O)N1CCN2C(=O)C1CCCC(=O)c1cc(C3CCCCC3)ccc12 (stereo not drawn)
    7, -8, 97, 1.5, 9, -13, 10, 0.95, 1523, 10, 3
> Cc1c(-c2ccnc3cc(C(=O)O)nn23)cnn1C
    -4, -7, 95, 0.6, 9, -3, 0, -0.97, 1437, -5, 2
> CC1CCCCN1C(=O)c1cc(-c2ccc(Cl)c(Cl)c2)on1 (stereo not drawn)
    -36, -4, 111, 3.3, -3, -3, -1, nt, 1504, -18, -4
> COc1ccc(-n2cc(-c3ccccc3)c3c(N4CCOCC4)ncnc32)cc1
    44*, -3, 81, 0.6, 25, 7, -1, -1.6, 1555, -1, 4
> CCOc1nonc1C(=N)/C(C(C)=O)=C(\C)O
    -2, -10, 98, 0.1, 4, 4, -6, -0.57, 1513, 30, 4
> Cc1ccc(C=Nc2ccccc2C(N)=O)cc1
    -9, -4, 96, -0.9, 10, 6, -10, 0.46, 1360, nt, 3
> CN(c1ccccc1)S(=O)(=O)c1ccc(C(=O)Nc2nnc(-c3ccc(F)cc3)o2)cc1
    1, -4, 103, 6.9, 2, -3, -5, nt, 1381, 6, -2
> Cc1ccc(S(=O)(=O)NCCC(=O)Nc2cccc(Cl)c2)cc1
    -2, 2, 102, 2.6, -4, 10, -5, nt, 1560, 11, -1
> O=C(Cc1c(O)c2ccccc2[nH]c1=O)NC1CCCCCC1
    11, 5, 98, 4.0, 7, -2, -4, 0.59, 1758, 12, 2
> CN1CCN(C(=O)CSc2nc(-c3ccncc3)ccc2C#N)CC1
    0, -2, 100, 0.3, 4, -9, 7, 0.68, 1710, nt, 6
> CCOC(=O)c1sc2nc(CSc3ccccc3)nc(NCCN(C)C)c2c1C
    -5, 3, 104, 1.0, -4, 3, 3, -1.2, 1581, -21, 4

Compound profiles, from the list above:
Results for COc1ccc(-c2nnc(SCC(=O)Nc3ccc(C)cc3)n2C)cc1 = STAT1 inh = 8; PPARg SRC3 recr = 0; STAT3 act = 95; RAM inhibit = 2.3; STAT3 blocker = 12; TLR4 MyD88 comp = -9; PPARg SRC2 recr = 3; ROMK mod = nt; SRC2 TRFRET art = 1414; S1P3 antag = -8; PPARg SRC-1 ag = 6
Results for CN(c1ccccc1)S(=O)(=O)c1ccc(C(=O)Nc2nnc(-c3ccc(F)cc3)o2)cc1 = STAT1 inh = 1; PPARg SRC3 recr = -4; STAT3 act = 103; RAM inhibit = 6.9; STAT3 blocker = 2; TLR4 MyD88 comp = -3; PPARg SRC2 recr = -5; ROMK mod = nt; SRC2 TRFRET art = 1381; S1P3 antag = 6; PPARg SRC-1 ag = -2

An unsorted share of the library. About 5.6% of those tested had a hit in this group.
